Screens from PubChem BioAssay.
CaV13 FRET inh – Primary screen for inhibitors of IQ motif and Ca2+-dependent inactivation inhibitor domain binding in CACNA1D, Förster resonance energy transfer in living cells, … | actives 0.098% (n = 340,000) | HEK cells, CFP/YFP FRET ICDI-IQ, plate reader, 10 min; percent FRET-ratio fall versus neutral wells | AID 743397 | inhibition, % at 12.3 µM;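 active = mean replicate inhibition of at least 30% and at least 1% of replicates passing that level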;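 also: 0% = median of the neutral control wells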
Vif inh – HIV Vif self-association inhibitors, primary screen, imaging, HEK293T, single point; HEK293T cells, Vif self-association by quenched fluorescence, 24 h; inhibition, % at 7.49 µM; actives 0.35% (n = 340,000); in the data active = inhibition above about 50%, passing the limit was not always enough; also: some results filed as inactive read as strong as hits
NR2E3 ag-1 – NR2E3 agonists in two-hybrid cells, primary screen, cell-based, luminescence, CHO-S, Gal4-NCOR/VP16-NR2E3. Photoreceptor-specific nuclear receptor (Homo sapiens), Q9Y5X4. luciferase. inhibition of corepressor binding, % at 3.98 µM. actives 0.35% (n = 360,000). AID 602229, 2012;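 active = inhibition above the mean of all tested compounds plus 3 SD, cut at about 70% in these data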;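 also: 0% = DMSO with NR2E3 transfected cells and 100% = cells lacking NR2E3 construct; higher means lower luciferase signal from less NR2E3 corepressor binding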
Target sequence (Q9Y5X4 whole entry, looked up, the tested form may be a part): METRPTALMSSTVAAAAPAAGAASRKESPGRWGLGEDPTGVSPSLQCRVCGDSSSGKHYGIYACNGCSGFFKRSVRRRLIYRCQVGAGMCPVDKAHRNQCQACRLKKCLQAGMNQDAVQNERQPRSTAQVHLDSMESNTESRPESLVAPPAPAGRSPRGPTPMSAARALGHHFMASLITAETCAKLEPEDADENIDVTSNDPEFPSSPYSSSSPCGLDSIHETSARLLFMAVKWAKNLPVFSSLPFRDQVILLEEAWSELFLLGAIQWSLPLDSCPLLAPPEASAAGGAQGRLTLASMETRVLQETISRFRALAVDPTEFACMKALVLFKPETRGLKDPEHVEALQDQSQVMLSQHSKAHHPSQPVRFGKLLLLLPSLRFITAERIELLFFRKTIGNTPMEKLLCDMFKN
MITF TRPM1 inh – inhibitors of MITF-dependent TRPM1 promoter reporter, primary screen, cell-based, SK-MEL-5, single point, luciferase | SK-MEL-5 TRPM1 promoter luciferase, 24 h | inhibition, % at 12.5 µM | actives 0.83% (n = 330,000) | AID 488899, 2010;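 active = mean inhibition across replicates of 60% or more, whatever share of single replicates reaches that level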; also: values of inactives mirror those of a sister screen read the other way
Peg3 promoter – Peg3 promoter-driven luciferase inhibitors, primary screen, cell-based, HeLa, luciferase luminescence; actives 1.7% (n = 360,000); HeLa PEG-Prom luciferase reporter, overnight; inhibition, % at 20 µM; AID 588405, 2011;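 active = inhibition of at least 50% at 20 µM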
aDG glyco act – activators of alpha-DG glycosylation, primary screen, uHTS, Pro5-aDG cells, AlphaScreen. alpha-DG glycosylation AlphaScreen (IIH6); 0% Pro5, 100% B10-LARGE cell signal. actives 0.22% (n = 360,000). activation, % at 10 µM;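 active = activation of at least 8% versus controls, or a plate z-score of at least 8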;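 also: Pro5 are CHO cells carrying HIG-tagged alpha-DG that lacks glycosylation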
Granule exo inh – LAMP-1 surface exposure blockers, TALL-104 cells – cell-based, flow cytometry, MLPCN library, primary screen. TALL-104 LAMP-1 surface exposure; cells stimulated with thapsigargin and PMA. AID 651702, 2012. inhibition, % at 10 µM. actives 0.66% (n = 360,000);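 active = inhibition above about 55%, limit read from the data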
NR2E3 ag-2 – inhibitors of NR2E3-RetCOR corepressor binding, primary screen, NR2E3 agonist project, biochemical, TR-FRET, GST-NR2E3, biotin-RetCOR. Photoreceptor-specific nuclear receptor (Homo sapiens), Q9Y5X4. 1536-well. inhibition of corepressor binding, % at 4.78 µM. actives 0.12% (n = 320,000). AID 2300, 2010;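 active = percent inhibition above the cutoff of mean plus 3 SD of all tested compounds, set per screening campaign, cut at about 20% in these data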;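 also: 0% = DMSO wells and 100% = biotin wells as full block of FRET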
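System: GST-tagged NR2E3 plus biotinylated RetCOR corepressor; Amount: 1.35 nM GST-tagged NR2E3 final; Dosing: single nominal compound dose of 4.8 µM; Schedule: 5 h incubation at 4 °C; Technique: TR-FRET with europium anti-GST and streptavidin-D2, 340 nm excitation; Controls: biotin wells as high control, 0.6% DMSO wells as low control.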
iPSC survival up – enhancers of single-cell hiPSC survival, primary screen, ATPlite luminescence; AID 602274, 2012; survival enhancement, % at 20 µM; 100% = ROCK inhibitor wells, 0% = DMSO; actives 0.044% (n = 360,000); in the data active = survival enhancement above about 18%;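 also: cells exposed to compounds for 16 hours before the ATP read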
HIF-2a block – HIF-2a reporter inhibitors, primary screen, luminescence, 786-0 RCC cells | 786-0 RCC cells HIF-2a reporter, luciferase luminescence, overnight | inhibition, % at 18.8 µM | actives 0.72% (n = 360,000);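 active = inhibition of the luminescence signal of 40% or more relative to plate controls, in a single-dose primary screen at 18.75 µM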
PDI turbidity – inhibitors of human PDI, primary screen, biochemical, turbidity, single point, plate reader. PDI insulin aggregation turbidity, A650, 90 min. inhibition, % at 10 µM. actives 0.052% (n = 350,000). AID 588391, 2011;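 active = mean inhibition across replicates of 30% or more, whatever share of single replicates reach that level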;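 also: absorbance from insulin aggregation driven by PDI reduction with DTT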
Target sequence (P07237 whole entry, looked up): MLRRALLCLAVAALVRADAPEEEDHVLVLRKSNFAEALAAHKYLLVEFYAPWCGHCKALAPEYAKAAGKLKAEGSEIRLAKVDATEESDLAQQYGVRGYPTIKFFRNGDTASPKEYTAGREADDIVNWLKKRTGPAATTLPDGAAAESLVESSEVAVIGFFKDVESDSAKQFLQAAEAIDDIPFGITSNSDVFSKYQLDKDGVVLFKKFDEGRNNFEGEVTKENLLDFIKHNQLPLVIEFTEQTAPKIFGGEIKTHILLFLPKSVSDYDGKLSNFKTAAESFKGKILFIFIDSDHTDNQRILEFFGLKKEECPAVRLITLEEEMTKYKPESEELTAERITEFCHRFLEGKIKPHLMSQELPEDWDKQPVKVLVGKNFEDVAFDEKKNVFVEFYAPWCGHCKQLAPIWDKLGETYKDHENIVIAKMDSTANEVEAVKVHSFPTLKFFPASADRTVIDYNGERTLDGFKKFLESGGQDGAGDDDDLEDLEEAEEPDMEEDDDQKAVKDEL
* = called active by the depositor; & = joins results of further samples.

Results for COc1ccccc1NC(=O)NCCCN1CCN(c2cccc(Cl)c2)CC1 ?
CaV13 FRET inh: -6; Vif inh: -11; NR2E3 ag-1: -11; MITF TRPM1 inh: 6; Peg3 promoter: 3; aDG glyco act: -0.1; Granule exo inh: -5; NR2E3 ag-2: 1; iPSC survival up: -1.8; HIF-2a block: 4

What do the screens show for `CCOC(=O)CCC(=O)Nc1ccc(S(=O)(=O)N2CCCC2)cc1`?
CaV13 FRET inh: -8; NR2E3 ag-1: -5; MITF TRPM1 inh: 5; Peg3 promoter: 6; aDG glyco act: -0.1; Granule exo inh: -1; NR2E3 ag-2: -2; iPSC survival up: -1.3; HIF-2a block: 3; PDI turbidity: -1

How did COc1cc(/C=C2\C(=O)N(c3ccc(NC(C)=O)cc3)N=C2c2ccccc2)ccc1O do in these assays?
CaV13 FRET inh: 4; Vif inh: 1; NR2E3 ag-1: -3; MITF TRPM1 inh: 2; Peg3 promoter: -14; aDG glyco act: 0.1; Granule exo inh: 1; NR2E3 ag-2: 0; iPSC survival up: 1.5; HIF-2a block: -2; PDI turbidity: -3

How did CCOc1ccccc1-c1nc(CN2CCC(C(=O)N3CCOCC3)CC2)c(C)o1 do in these assays?
CaV13 FRET inh: -6; Vif inh: -1; NR2E3 ag-1: 7; MITF TRPM1 inh: -2; Peg3 promoter: 2; aDG glyco act: -0.1; Granule exo inh: 3; NR2E3 ag-2: 1; iPSC survival up: -0.1; HIF-2a block: -5; PDI turbidity: 14

What do the screens show for `CC(=O)c1ccc(C(=O)N2CCCC(N3CCN(c4ccc(F)cc4)CC3)C2)s1` (stereo unspecified)?
CaV13 FRET inh: -5; Vif inh: -10; NR2E3 ag-1: 4; MITF TRPM1 inh: 8; Peg3 promoter: 1; aDG glyco act: 0.2; Granule exo inh: 0; NR2E3 ag-2: 2; iPSC survival up: -0.1; HIF-2a block: 6; PDI turbidity: -3

How did O=C1CCc2cc(S(=O)(=O)N3CCC(C(=O)NC4CCCCCCC4)CC3)ccc2N1 do in these assays?
CaV13 FRET inh: -16; Vif inh: -3; NR2E3 ag-1: 1; MITF TRPM1 inh: -10; Peg3 promoter: -4; aDG glyco act: 0.1; Granule exo inh: 22; NR2E3 ag-2: 4; iPSC survival up: -0.8; HIF-2a block: 9; PDI turbidity: -4

Results for Nc1cc(C(=O)N2CCN(c3cccc(Cl)c3)CC2)ccc1N1CC2CC(C1)c1cccc(=O)n1C2 (stereo unspecified) ?
CaV13 FRET inh: -16; Vif inh: 6; NR2E3 ag-1: 12; Peg3 promoter: 13; aDG glyco act: -0.5; Granule exo inh: 2; iPSC survival up: -0.1; HIF-2a block: -10; PDI turbidity: 2

What do the screens show for `Cc1[nH]c(=O)nc(NN=Cc2ccc(Cl)cc2)c1C(=O)Nc1ccc(Cl)cc1`?
CaV13 FRET inh: -9; Vif inh: -8; NR2E3 ag-1: -41; MITF TRPM1 inh: 3; Peg3 promoter: 39; aDG glyco act: 0.0; Granule exo inh: -5; iPSC survival up: -1.0; HIF-2a block: -16; PDI turbidity: 11

How did CC(=O)Nc1ccc(NC(=O)C(C)OC(=O)C2CCN(S(=O)(=O)c3cccs3)CC2)cc1 (stereo unspecified) do in these assays?
CaV13 FRET inh: -2; Vif inh: -2; NR2E3 ag-1: -5; MITF TRPM1 inh: 4; Peg3 promoter: 7; aDG glyco act: 0.0; Granule exo inh: -6; NR2E3 ag-2: -1; iPSC survival up: -0.6; HIF-2a block: 11; PDI turbidity: -3

How did CC(=O)CCc1c[nH]c2c(C(=O)O)cccc12 do in these assays?
CaV13 FRET inh: -1; Vif inh: 15; NR2E3 ag-1: -30; MITF TRPM1 inh: -1; Peg3 promoter: -8; aDG glyco act: -0.2; Granule exo inh: 5; NR2E3 ag-2: 0; iPSC survival up: -2.3; HIF-2a block: -2; PDI turbidity: 1

Results for NC(=S)NNC(=O)c1cc(C(F)(F)F)cc(C(F)(F)F)c1 ?
CaV13 FRET inh: -3; Vif inh: 1; NR2E3 ag-1: -23; MITF TRPM1 inh: 9; Peg3 promoter: 4; aDG glyco act: 0.0; Granule exo inh: -2; NR2E3 ag-2: 1; iPSC survival up: 2.4; HIF-2a block: 18; PDI turbidity: -4

Results for COCCCNC(=O)c1ccc2c(c1)ncn2-c1ccc(C)cc1C ?
CaV13 FRET inh: -5; Vif inh: 4; NR2E3 ag-1: 0; MITF TRPM1 inh: 5; Peg3 promoter: -14; aDG glyco act: -0.1; Granule exo inh: 6; NR2E3 ag-2: 3; iPSC survival up: 0.7; HIF-2a block: 1; PDI turbidity: -8

How did O=C(CN1C(=O)c2ccccc2S1(=O)=O)c1ccc(F)cc1 do in these assays?
CaV13 FRET inh: -3; Vif inh: 8; NR2E3 ag-1: 19; MITF TRPM1 inh: 39; Peg3 promoter: 58*; aDG glyco act: 0.1; Granule exo inh: -5; NR2E3 ag-2: 2; iPSC survival up: -0.1; HIF-2a block: 57*; PDI turbidity: 1

What do the screens show for `CCN(CC)C(=O)C1CCCN(Cc2sccc2C)C1` (stereo unspecified)?
CaV13 FRET inh: -7; Vif inh: 13; NR2E3 ag-1: 0; MITF TRPM1 inh: 6; Peg3 promoter: 19; aDG glyco act: -0.3; Granule exo inh: 0; NR2E3 ag-2: 5; iPSC survival up: 2.6; HIF-2a block: 4; PDI turbidity: 11

Results for CS(=O)(=O)c1ccc(Cl)c(C(=O)Nc2ccc3nc(N4CCOCC4)sc3c2)c1 ?
CaV13 FRET inh: -5; Vif inh: 5; NR2E3 ag-1: -16; MITF TRPM1 inh: 12; Peg3 promoter: -12; aDG glyco act: 0.1; Granule exo inh: 2; NR2E3 ag-2: 4; iPSC survival up: -0.4; HIF-2a block: -49; PDI turbidity: 4

What do the screens show for `Nc1ccccc1NC1CCCCC1`?
CaV13 FRET inh: -7; Vif inh: 3; NR2E3 ag-1: -8; MITF TRPM1 inh: -7; Peg3 promoter: 10; aDG glyco act: 1.4; Granule exo inh: 16; iPSC survival up: -0.9; HIF-2a block: 17; PDI turbidity: 10

Results for COc1cc(=O)[nH]c(SC(C)C(=O)Nc2nc3c(s2)CCCC3)n1 (stereo unspecified) ?
CaV13 FRET inh: -3; Vif inh: 12; NR2E3 ag-1: -14; MITF TRPM1 inh: 26; Peg3 promoter: 12; aDG glyco act: -0.1; Granule exo inh: -5; NR2E3 ag-2: 1; iPSC survival up: -0.4; HIF-2a block: 8; PDI turbidity: -4

How did CC1=C(C(=O)Nc2ccccc2F)C(c2cccs2)C2=C(CCCC2=O)N1 (stereo unspecified) do in these assays?
CaV13 FRET inh: 7; Vif inh: 2; NR2E3 ag-1: -22; MITF TRPM1 inh: 1; Peg3 promoter: 9; aDG glyco act: -0.1; Granule exo inh: 0; NR2E3 ag-2: 2; iPSC survival up: -0.8; HIF-2a block: 17; PDI turbidity: 2

How did CCOc1ccc(-c2c(C#N)c(N)nc3c2c(=O)n(C)c(=O)n3C)cc1OC do in these assays?
CaV13 FRET inh: 0; Vif inh: 14; NR2E3 ag-1: 3; MITF TRPM1 inh: 13; Peg3 promoter: 3; aDG glyco act: 0.0; Granule exo inh: -4; NR2E3 ag-2: -1; iPSC survival up: 5.0; HIF-2a block: 17; PDI turbidity: -2

How did CC1(c2nnnn2Cc2ccccc2)CCC(=O)N1CC(F)(F)F (stereo unspecified) do in these assays?
CaV13 FRET inh: -8; NR2E3 ag-1: -16; aDG glyco act: 0.1; Granule exo inh: -6; iPSC survival up: -0.4; HIF-2a block: 0

Results for O=C(COc1ccc(Br)cc1)N/N=C1/SCC(=O)N1Cc1ccccc1 ?
CaV13 FRET inh: -5; Vif inh: -3; NR2E3 ag-1: -12; MITF TRPM1 inh: 8; Peg3 promoter: 17; aDG glyco act: 0.2; Granule exo inh: 0; NR2E3 ag-2: -1; iPSC survival up: 0.4; HIF-2a block: 21; PDI turbidity: 4

How did Nc1ncccc1OCc1ccc(Cl)c(Cl)c1 do in these assays?
CaV13 FRET inh: -4; Vif inh: -2; NR2E3 ag-1: -116; MITF TRPM1 inh: -48; Peg3 promoter: -372; aDG glyco act: 0.6; Granule exo inh: 1; NR2E3 ag-2: 1; iPSC survival up: 1.5; HIF-2a block: -321; PDI turbidity: 6

Results for CN(C(=O)CSc1nnnn1-c1ccc(O)cc1)C1CCS(=O)(=O)C1 (stereo unspecified) ?
CaV13 FRET inh: -5; Vif inh: 14; NR2E3 ag-1: -18; MITF TRPM1 inh: -11; Peg3 promoter: 5; aDG glyco act: -0.4; Granule exo inh: -1; NR2E3 ag-2: -2; iPSC survival up: 1.4; HIF-2a block: 12; PDI turbidity: 12

How did CCOC(=O)N1CCC(Nc2c(NCCN3CCN(c4ccccc4F)CC3)c(=O)c2=O)CC1 do in these assays?
CaV13 FRET inh: -6&-7; Vif inh: 1&1; NR2E3 ag-1: -4&3; MITF TRPM1 inh: 10; Peg3 promoter: 11&-2; aDG glyco act: 0.0&-0.2; Granule exo inh: -1&-5; NR2E3 ag-2: 2; iPSC survival up: -1.9&-2.0; HIF-2a block: 10&10; PDI turbidity: -4&7

What do the screens show for `Cc1ccc(O)c(NC(=O)CSc2ccc(Cl)cc2)c1`?
CaV13 FRET inh: -6; Vif inh: -13; NR2E3 ag-1: 18; MITF TRPM1 inh: 8; Peg3 promoter: -32; aDG glyco act: 0.7; Granule exo inh: -2; NR2E3 ag-2: -2; iPSC survival up: -0.3; HIF-2a block: -5; PDI turbidity: -2

How did Cc1cc2cc(C=O)c(Cl)nc2cc1C do in these assays?
CaV13 FRET inh: -5; Vif inh: 1; NR2E3 ag-1: -19; MITF TRPM1 inh: -29; Peg3 promoter: -82; aDG glyco act: 0.1; Granule exo inh: 21; NR2E3 ag-2: -3; iPSC survival up: 1.3; HIF-2a block: -74; PDI turbidity: -5

How did COc1ccccc1-c1cc(C(F)(F)F)nc(N2CCOCC2)n1 do in these assays?
CaV13 FRET inh: -4; Vif inh: 1; NR2E3 ag-1: -2; MITF TRPM1 inh: -1; Peg3 promoter: -4; aDG glyco act: 0.0; Granule exo inh: 2; NR2E3 ag-2: 2; iPSC survival up: -2.0; HIF-2a block: 18; PDI turbidity: 1

How did O=C(CCCN=C1NS(=O)(=O)c2ccccc21)OCC(=O)N1CCc2ccccc21 do in these assays?
Vif inh: 0; NR2E3 ag-1: 5; MITF TRPM1 inh: 0; Peg3 promoter: 6; aDG glyco act: -0.1; Granule exo inh: -6; NR2E3 ag-2: 1; iPSC survival up: 0.6; HIF-2a block: 9; PDI turbidity: -3
